Assay outcomes from PubChem BioAssay.
CHT block: inhibitors of human choline transporter CHT | Q9GZV3 | CHT-expressing cells, membrane potential dye, choline response; active compounds read low | B-score at 10 µM | 0.86% of 310,000 active | AID 488975;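 active = B-score over 3 SD under the library average, and starting fluorescence ratio not unusually high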;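 note: choline stimulus applied at its EC90 after an EC20 pre-addition; B-score computed on integrated fluorescence ratio after choline addition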
KCNQ2 inh: KCNQ2 potassium channel inhibitors, primary screen, cell-based, CHO-K1, FluxOR thallium flux, B-score (AID 2156) | O88943 | 20 min; active compounds read low | B-score at 10 µM | 1.1% of 310,000 active;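 active = fluorescence ratio B-score at most minus 3 library SDs, with starting brightness B-score within 2 library SDs, cut at about -5.5 in these data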
Target sequence (O88943 whole entry, looked up): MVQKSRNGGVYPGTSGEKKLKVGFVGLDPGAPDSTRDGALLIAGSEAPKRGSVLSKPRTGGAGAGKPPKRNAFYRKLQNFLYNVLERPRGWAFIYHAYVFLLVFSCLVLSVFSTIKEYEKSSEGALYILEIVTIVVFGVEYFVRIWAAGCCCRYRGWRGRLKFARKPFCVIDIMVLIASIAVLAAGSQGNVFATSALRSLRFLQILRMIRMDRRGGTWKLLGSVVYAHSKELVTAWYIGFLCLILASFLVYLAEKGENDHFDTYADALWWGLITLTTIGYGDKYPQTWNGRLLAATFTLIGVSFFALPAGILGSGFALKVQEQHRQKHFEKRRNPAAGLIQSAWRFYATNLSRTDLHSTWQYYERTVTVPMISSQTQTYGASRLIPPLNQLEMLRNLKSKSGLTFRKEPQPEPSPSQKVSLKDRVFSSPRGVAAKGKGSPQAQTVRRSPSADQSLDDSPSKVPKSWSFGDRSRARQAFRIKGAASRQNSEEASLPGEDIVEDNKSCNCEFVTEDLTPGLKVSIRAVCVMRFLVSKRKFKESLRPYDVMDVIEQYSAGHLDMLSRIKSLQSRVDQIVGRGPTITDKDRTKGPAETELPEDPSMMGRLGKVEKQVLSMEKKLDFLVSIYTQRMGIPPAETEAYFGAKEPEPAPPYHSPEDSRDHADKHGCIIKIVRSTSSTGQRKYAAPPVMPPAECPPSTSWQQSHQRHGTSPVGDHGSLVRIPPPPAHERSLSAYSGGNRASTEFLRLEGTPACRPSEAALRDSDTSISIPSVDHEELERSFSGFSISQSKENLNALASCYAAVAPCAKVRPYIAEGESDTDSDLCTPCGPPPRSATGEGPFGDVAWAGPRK
Numbers without * were called inactive; i = inactive; · = no result given. Compounds as they come; overall some 1.9% were active at least once.

CHT block | KCNQ2 inh | molecule
i | i | CC1CCN(CCNC(=O)C2CCCN(S(=O)(=O)c3cccc4nonc34)C2)CC1 (configuration not stated)
i | i | O=C(CC1C(=O)NCCN1Cc1cccc(Oc2ccccc2)c1)NCCc1cnccn1 (configuration not stated)
i | · | Cc1ccc(C(=O)CN(CCC(=O)O)C(=O)c2ccncc2)cc1
i | i | Fc1ccccc1Oc1nc(-c2ccncc2)nc2ccccc12
i | i | CCOc1cc(/C=N/NC(=O)c2ccccn2)ccc1OC(=O)c1ccc(F)cc1
i | i | N/C(=N\OC(=O)COc1ccc2ccccc2c1Br)c1cccnc1
i | i | Cc1cc(C)c(S(=O)(=O)N(CC(=O)O)CC(=O)O)c(C)c1
i | i | O=C(COc1ccc(-n2cnnn2)cc1)NC1CCCCC1
i | i | CCc1c(C)nc2c(-c3ccccc3)c(-c3ccccc3)[nH]n2c1=O
i | i | CC1=C(C(=O)OCc2ccccc2)C(c2cccnc2)n2ncnc2N1 (configuration not stated)
i | i | CC(C)Oc1ccc(Cc2c(O)nc(NCCCN(C)C)[nH]c2=O)cc1
i | i | CC1CN(S(=O)(=O)c2ccc(Cl)c(S(=O)(=O)N3CC(C)OC(C)C3)c2)CC(C)O1 (configuration not stated)
i | i | COc1ccc(CC(=O)Nc2ccc(C(=O)O)cc2NC(=O)Cc2ccc(OC)cc2)cc1
i | i | C/C(O)=C(/N=O)C(=O)Nc1ccccc1
i | i | CN1CCN(NC(=O)C2CC2)CC1
i | i | O=S(=O)(c1ccccc1)c1nc(-c2ccccc2)oc1NCc1cccnc1
i | i | O=C(NCc1ccccc1)c1ccc2c(c1)OCCO2
i | i | O=C(COc1cccnc1[N+](=O)[O-])N1CCc2ccccc2C1
i | i | CSCC[C@@H](C(=O)Nc1ccc2c(c1)OCCO2)N1Cc2ccccc2C1=O
i | i | CSc1ccccc1C(=O)N1CCC2(CC1)CC(=O)c1ccccc1O2
i | i | CCCCn1c(N)c(N(CCOC)C(=O)COC(=O)c2cc(CCC)c(C)s2)c(=O)[nH]c1=O
i | i | CCOc1ccccc1C(=O)Nc1nnc(COC)s1
-6.1* | i | CC1=C(C(=O)N2CCCC(CCC(=O)NCc3ccccc3F)C2)OCCO1 (configuration not stated)
i | i | CC1C/C(=N/NC(=O)c2ccc(CSc3nc4ccccc4[nH]3)cc2)CC(C)(C)C1 (configuration not stated)
i | i | CC12CCC(=O)N1C(C(=O)Nc1nnc(SCc3ccc(F)cc3)s1)CS2 (configuration not stated)

Next structures
CHT block | KCNQ2 inh | molecule
i | i | CC(C)(C)c1ccc(/C=C/C(=O)NCCCN2CCOCC2)cc1
i | i | COc1cccc(N2CCN(Cc3nc(N)nc(Nc4ccccc4)n3)CC2)c1
-5.1* | · | CCC(Oc1ccccc1)C(=O)Nc1nnc(C(F)(F)F)s1 (configuration not stated)
i | i | Cn1c(CC(=O)Nc2ccccc2F)nnc1SCC(=O)N1CCOCC1
i | i | COc1ccccc1CCC(=O)N(Cc1ccccc1)c1c(N)n(Cc2ccccc2)c(=O)[nH]c1=O
i | i | CCOc1ccc2nc(SCC(=O)NC3CCS(=O)(=O)C3)[nH]c2c1 (configuration not stated)
i | i | Cc1ccc(N2C(=O)[C@@H]3[C@H](C2=O)C2CCCN2[C@@H]3C(=O)c2ccccc2)cc1 (some centres not stated)
i | i | CCC(=O)Nc1ccc(-c2csc(NNC(C)=O)n2)cc1
i | i | COc1ccccc1N1CCN(C(=O)/C=C/c2ccco2)CC1
i | i | Cc1cccc(NC(=O)c2ccccc2NC(=O)C2CCCCC2)c1C
i | i | CCOc1ccc2c(c1)C(C)=CC(C)(C)N2C(=O)Nc1ccccc1F
i | i | O=C(CCC1CCCN(C2C3CC4CC(C3)CC2C4)C1)NCc1ccc(F)c(F)c1 (configuration not stated)
i | i | Cc1nn2c3c(cnc2c1-c1ccccc1)C(=O)CCC3
i | i | O=C1/C(=C\c2ccsc2)NC(=S)N1c1ccccc1
i | i | CCOc1ccc(Br)cc1CNCc1cccnc1
i | -6* | Cc1cc(OCC(=O)N2CCN(c3ccccn3)CC2)cc(C)c1Br
i | i | CCCCC1CCC(C(=O)OCC(=O)N(CCOC)c2c(N)n(Cc3ccccc3)c(=O)[nH]c2=O)CC1 (configuration not stated)
i | i | Cc1ccc(/C=N/Nc2nc(C(C)(C)C)cs2)o1
i | i | Cc1cccnc1NC(=S)NC(=O)c1cccs1
i | i | CN(C)c1ccc(-c2cccc(C3CC=CC4C3C(=O)N(Cc3ccccc3)C4c3ccc(C(F)(F)F)cc3)c2)cc1 (configuration not stated)
i | i | CCc1ccc(C(=O)NNc2cc(Cl)cc(Cl)c2)cc1
i | i | COc1ccccc1NC(=O)c1ccc(NC(=O)CNC(=O)c2ccc(OC)c(OC)c2)cc1
i | i | CC(C)(C)Nc1nc(SCc2ccccc2)nc(N2CCOCC2)n1
i | i | COc1ccccc1N1CCN(C(=O)c2cc3sccc3n2C)CC1
i | i | O=C(Nc1ccc(F)cc1)C1CCCCC1

Going on with the list.
CHT block | KCNQ2 inh | molecule
i | i | N/C(Cc1ccc([N+](=O)[O-])cc1)=N\OC(=O)c1ccc(Br)cc1
i | i | Cc1cccc(OCC(O)CN2CCc3ccccc3C2)c1 (configuration not stated)
i | i | COc1ccc(OCC(=O)OCCNC(=O)c2cccnc2)cc1
i | i | CCOC(=O)Cc1csc(NC(=O)C(C)Oc2ccc3c(C)cc(=O)oc3c2)n1 (configuration not stated)
i | i | COC(=O)CCCNC(=O)c1ccc2[nH]c(C)c(C)c2c1
i | i | CCn1c(-c2ccc(Cl)cc2)n[nH]c1=S
i | i | O=C(N/N=C/c1ccc2c(c1)OCO2)C(=O)N1CCCC1
i | i | COc1cc2c(cc1OC)CN(C(=O)C1CCCN1S(=O)(=O)c1ccc(C)cc1)CC2 (configuration not stated)
i | i | CCc1cccc(C)c1NC(=O)COC(=O)CNC(=O)c1cccs1
i | i | COc1ccc(C(=O)N2CCN(Cc3ccc(OC)c(OC)c3)CC2)cc1
i | i | Cc1cc(C(F)F)n2ncc(C(=O)NCc3ccccc3F)c2n1
i | i | O=C1NC(c2ccccc2)=NC1(NS(=O)(=O)c1ccc(Cl)cc1)C(F)(F)F (configuration not stated)
i | i | CCCNC(=O)c1onc(CSc2ccc(F)c(F)c2)c1C(=O)NCCC
i | i | COc1ccccc1N1CCN(C(=O)C(C)NC(=O)c2cccc([N+](=O)[O-])c2)CC1 (configuration not stated)
i | i | O=C(CNCc1ccccn1)Nc1ccc([N+](=O)[O-])cc1C(=O)Nc1ccccc1F
i | i | COc1cc(C)c(CNc2cccc(C)c2)cc1C
i | i | CSc1cccc(CN2CCN(Cc3ccccc3)C(CCO)C2)c1 (configuration not stated)
i | i | C=CCNC(=O)c1c(Cl)cccc1Cl
i | i | CC(C(=O)NCC1CCCO1)n1cccc1C(=O)c1ccccc1 (configuration not stated)
i | i | CCN(CC(=O)NCc1ccc(Cl)cc1)CC(=O)NC1(C#N)CCCC1
i | i | COCc1ccc(C(=O)N2CCCC(C(=O)c3ccc(Cl)cc3C)C2)o1 (configuration not stated)
i | -9.6* | O=C(Nc1nc2c(ccc3ccccc32)s1)c1cc([N+](=O)[O-])ccc1N1CCOCC1
i | i | CN(C)S(=O)(=O)N1CCC(Oc2cccc(C(=O)NC3CCCCCC3)c2)CC1
i | i | O=C(CCCN1C(=O)/C(=C/c2cccs2)SC1=S)NNC(=O)c1cccnc1
i | i | O=C(NCCc1ccccc1)c1ccc(CS(=O)(=O)Cc2ccc(F)cc2)o1

The list goes on.
CHT block | KCNQ2 inh | molecule
i | i | CCOC(=O)C1CCCN(CCC(=O)Nc2cccc(Cl)c2C)C1 (configuration not stated)
i | i | CN(C)C(=S)NC(=O)C12CC3CC(C)(CC(C)(C3)C1)C2
i | i | O=C(Nc1ncn[nH]1)c1cc(S(=O)(=O)Nc2ccc(Cl)cc2)ccc1Cl
i | · | CCCCCc1ccc(-c2ccc(C(=O)O)cc2)nc1
i | i | COc1cc2c(cc1OC)CN(c1ccc3ccccc3n1)CC2
i | i | CN1C(=O)N(C)C2(c3ccccc3)NNC(N)=NC12c1ccccc1 (configuration not stated)
i | i | COc1ccc(-c2nn(-c3ccccc3)cc2C(=O)Nc2nccs2)cc1
i | i | C/C=C/C(=O)Nc1cccc(C2=NOC3(C2)C[C@@H](C(N)=O)N(C(=O)/C(C)=C/C)C3)c1 (some centres not stated)
i | i | CCOC(=O)c1ccccc1NC(=O)Nc1ccc(OC)c(OC)c1
i | i | CCCC(=O)Nc1nc2c(OC)ccc(OC)c2s1
· | i | CC(NC(=O)CSc1ncn[nH]1)c1ccc(Cl)cc1Cl (configuration not stated)
i | i | O=C(Nc1cccc(NC(=O)c2cccs2)c1)c1ccc(Br)o1
i | i | COc1ccc(CNC(=O)[C@@H]2CCCN2C(=O)[C@@H]2Cc3ccccc3CN2C(=O)OC(C)(C)C)cc1
i | i | COc1ccc(OCCSc2nc3ccccc3c(=O)[nH]2)cc1
i | i | CCn1c(CN2CCCCCC2=O)nnc1SCc1cnc(-c2ccccc2)s1
i | i | COc1ccc(Cl)cc1NC(=O)c1nnn(CC(=O)Nc2cc(C)cc(C)c2)c1N
i | i | CC(C)C(NC(=O)C(NC(=O)C1O[C@@H]2OC(C)(C)O[C@@H]2[C@H]2OC(C)(C)O[C@@H]12)C(C)C)C(=O)O (some centres not stated)
i | i | Cc1ccc2cc(/C=N/NC(=O)CN3CCCCC3)c(Cl)nc2c1
i | i | CSc1ccc(S(=O)(=O)NCC(=O)OCC(=O)N(C)Cc2ccccc2)cc1[N+](=O)[O-]
i | i | COc1ccc(-c2nn(-c3ccccc3)cc2C(=O)N2CCN(S(=O)(=O)c3cccc(F)c3)CC2)cc1
i | i | O=C(Nc1ccc2c(c1)OCCO2)c1cc2ccccc2o1
i | i | Cc1ccc(C(C)C)c(OCc2nn(CC(=O)c3ccc(Cl)cc3)c3[n+]2CCCCC3)c1
i | i | C#CCOCCOCCOCCNc1nc(N2CCN(C(=O)C([C@@H](C)CC)n3cc(C(N)Cc4ccc(O)cc4)nn3)CC2)nc(N2CCN(C(=O)[C@H](CCC(=O)O)n3cc(C(N)[C@H](C)CC)nn3)CC2)n1 (some centres not stated)
i | i | O=C(NNc1cccc(Cl)c1)c1cccnc1Cl
i | i | Oc1ccc2ccccc2c1C=Nc1ccc(Cl)cn1

In the list so far, these contain a tert-butyl group:
CHT block | KCNQ2 inh | molecule
i | i | CC(C)(C)c1ccc(/C=C/C(=O)NCCCN2CCOCC2)cc1
i | i | Cc1ccc(/C=N/Nc2nc(C(C)(C)C)cs2)o1
i | i | CC(C)(C)Nc1nc(SCc2ccccc2)nc(N2CCOCC2)n1
i | i | COc1ccc(CNC(=O)[C@@H]2CCCN2C(=O)[C@@H]2Cc3ccccc3CN2C(=O)OC(C)(C)C)cc1

The listing continues:
CHT block | KCNQ2 inh | molecule
· | i | CCOCCCN(C(=O)c1ccco1)C(C(=O)NC1CCCC1)c1ccc(OC)cc1 (configuration not stated)
i | i | Cc1cccc(NC(c2ccc(C)s2)c2ccc3ccc(C)nc3c2O)n1 (configuration not stated)
i | i | CNC(=O)NC(=S)NC(=O)c1ccc(OC)cc1
i | i | CN(CCC1CCCCO1)C(=O)CCc1nnc(Cc2c[nH]c3ccccc23)o1 (configuration not stated)
i | i | Cc1cc(C)nc(N(C#N)CC(=O)c2ccccc2)n1
i | i | Cc1c(NC(=O)CSc2nnc(-c3ccco3)n2-c2ccccc2)c(=O)n(-c2ccccc2)n1C
i | i | O=c1cc(CN2CCc3ccccc32)nc2sccn12
i | i | O=C1C(Nc2ccccc2)=C(NS(=O)(=O)c2ccccc2)C(=O)c2ccccc21
i | i | N#C/C(=N\Nc1ccc(Cl)cc1)C(=N)N1CCCCC1
i | i | Cn1cnnc1Sc1ccc(C(=O)OCC(=O)Nc2cc(Cl)cc(Cl)c2)cc1[N+](=O)[O-]
i | i | S=c1[nH]c2cc(Br)cnc2[nH]1
i | i | CC(C)(C)c1ccc2c(c1)OCC(C(=O)O)O2 (configuration not stated)
i | i | CC1(C)Oc2ccc(C(=O)NC3CCCC3)cc2N(CC(=O)NC2CCCCC2)C1=O
i | i | Cn1cnc(S(=O)(=O)N2CCN(c3cccc(C(F)(F)F)c3)CC2)c1
i | i | Cc1c(NC(=O)CN2C(=O)c3cccc4cccc2c34)c(=O)n(-c2ccccc2)n1C
i | i | COc1ccc(C2=NN(C(C)=O)C(c3cccs3)C2)cc1OC (configuration not stated)
i | i | CC(NS(=O)(=O)c1ccc(OCC(=O)NCc2cccnc2)cc1)c1ccccc1 (configuration not stated)
i | i | Cc1cccc(N2C(=O)c3cccc4cccc(c34)C2=O)c1
i | i | NC(=O)c1cc(N2C(=O)C=CC2=O)ccc1Cl
· | i | CCc1cccc(CC)c1NC(=O)CNCc1cccs1
i | i | O=C(Oc1cccc2cccnc12)c1ccc2c(c1)OCCO2
i | i | CN1CCN(C=NC2=NN(c3cccc(C(F)(F)F)c3)CC2)CC1

A portion from the list above:
CHT block | KCNQ2 inh | molecule
· | i | CCOCCCN(C(=O)c1ccco1)C(C(=O)NC1CCCC1)c1ccc(OC)cc1 (configuration not stated)
i | i | Cc1cccc(NC(c2ccc(C)s2)c2ccc3ccc(C)nc3c2O)n1 (configuration not stated)
i | i | CNC(=O)NC(=S)NC(=O)c1ccc(OC)cc1
i | i | CN(CCC1CCCCO1)C(=O)CCc1nnc(Cc2c[nH]c3ccccc23)o1 (configuration not stated)
i | i | Cc1cc(C)nc(N(C#N)CC(=O)c2ccccc2)n1
i | i | Cc1c(NC(=O)CSc2nnc(-c3ccco3)n2-c2ccccc2)c(=O)n(-c2ccccc2)n1C
i | i | O=c1cc(CN2CCc3ccccc32)nc2sccn12
